Bioassay records deposited in PubChem BioAssay by several laboratories.
Tb MetRS inh – T. brucei MetRS inhibitors, primary screen, biochemical, luminescence; AID 624268, 2012; purified T. brucei MetRS, ATP depletion, Kinase-Glo luminescence; inhibition, % at 11.9 µM; actives 0.4% (n = 360,000);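 active means inhibition above a per-plate cutoff of the control wells' mean inhibition plus 3 SD, cut at about 5.5% in these data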;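 further: 0% = DMSO wells median and 100% = median of wells with control inhibitor compound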
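assay system = parasite MetRS enzyme | timing = 15 min preincubation, 2 h reaction, all 25 °C | evaluation = percent inhibition relative to median high and low control wells | medium = HEPES buffer containing pyrophosphatase, BSA, spermine, DTT | compound = single dose, 11.9 µM final nominal, 0.9% final DMSO | detection = Kinase-Glo luminescence, ATP depletion format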
Rin1-Abl PPI inh – inhibitors of Rin1-Abl protein binding, primary screen, biochemical, TR-FRET. Tyrosine-protein kinase ABL1 (Homo sapiens) + Ras and Rab interactor 1 (Homo sapiens), …. inhibition, % at 7.35 µM. actives 0.4% (n = 360,000); in the data active means inhibition above about 5%, passing the limit was not always enough
PABP1 MLLE inh – inhibitors of PABP1 MLLE–PAM2 peptide binding, primary screen, biochemical, fluorescence polarization, FITC-PAM2, GST-MLLE | actives 0.36% (n = 360,000) | inhibition, % at 20 µM; in the data active means inhibition above about 35%, passing the limit was not always enough;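 further: plate controls were DMSO wells with GST-MLLE for no effect and wells lacking GST-MLLE protein for full effect; some results filed as inactive read as strong as hits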
FAS-TE inh – FAS thioesterase domain inhibitors, primary screen, biochemical, fluorescence intensity, uHTS. recombinant FAS-TE, OMFH fluorogenic substrate, fluorescence endpoint. AID 602261, 2012. inhibition, % at 15 µM. actives 0.67% (n = 360,000);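 active means compounds whose normalised, plate-corrected inhibition of enzyme fluorescence in the single-dose primary screen is 50% or more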;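 further: 0% = DMSO with enzyme and 100% = substrate without enzyme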
MsrA act – bovine MsrA enzyme activators, primary screen, biochemical, absorbance, HTS. actives 0.3% (n = 360,000). activation, % at 10.6 µM. Methionine sulfoxide reductase A (Bos taurus). purified bovine MsrA, absorbance read-out; in the data active means activation above about 7.5%;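 further: 0% = vehicle and 100% = reference activator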
MsrA inh – bovine MsrA enzyme inhibitors, primary screen, biochemical, absorbance, HTS; Methionine sulfoxide reductase A (Bos taurus); actives 0.75% (n = 360,000); inhibition, % at 15.5 µM; purified bovine MsrA, absorbance read-out; AID 651718, 2012; in the data active means inhibition above about 4.5%;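 further: 0% = vehicle wells with enzyme and 100% = reference inhibitor wells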
Neddyl block – inhibitors of cullin neddylation, primary screen, biochemical, TR-FRET, uHTS, NAE and Ubc12. calls only at 25 µM. actives 0.58% (n = 360,000). NEDD8-conjugating enzyme Ubc12 (Homo sapiens) + NEDD8-activating enzyme E1 regulatory …; in the data active means inhibition above about 36%
E coli Lon inh – inhibitors of E. coli Lon protease, primary screen, biochemical, fluorescence polarization | purified E. coli Lon protease | AID 602123, 2011 | actives 0.42% (n = 360,000) | inhibition, % at 7.94 µM; in the data active means inhibition above about 13%, passing the limit was not always enough;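 further: 0% = enzyme with probe and DMSO and 100% = no enzyme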
Target sequence (P0A9M0 whole entry, looked up): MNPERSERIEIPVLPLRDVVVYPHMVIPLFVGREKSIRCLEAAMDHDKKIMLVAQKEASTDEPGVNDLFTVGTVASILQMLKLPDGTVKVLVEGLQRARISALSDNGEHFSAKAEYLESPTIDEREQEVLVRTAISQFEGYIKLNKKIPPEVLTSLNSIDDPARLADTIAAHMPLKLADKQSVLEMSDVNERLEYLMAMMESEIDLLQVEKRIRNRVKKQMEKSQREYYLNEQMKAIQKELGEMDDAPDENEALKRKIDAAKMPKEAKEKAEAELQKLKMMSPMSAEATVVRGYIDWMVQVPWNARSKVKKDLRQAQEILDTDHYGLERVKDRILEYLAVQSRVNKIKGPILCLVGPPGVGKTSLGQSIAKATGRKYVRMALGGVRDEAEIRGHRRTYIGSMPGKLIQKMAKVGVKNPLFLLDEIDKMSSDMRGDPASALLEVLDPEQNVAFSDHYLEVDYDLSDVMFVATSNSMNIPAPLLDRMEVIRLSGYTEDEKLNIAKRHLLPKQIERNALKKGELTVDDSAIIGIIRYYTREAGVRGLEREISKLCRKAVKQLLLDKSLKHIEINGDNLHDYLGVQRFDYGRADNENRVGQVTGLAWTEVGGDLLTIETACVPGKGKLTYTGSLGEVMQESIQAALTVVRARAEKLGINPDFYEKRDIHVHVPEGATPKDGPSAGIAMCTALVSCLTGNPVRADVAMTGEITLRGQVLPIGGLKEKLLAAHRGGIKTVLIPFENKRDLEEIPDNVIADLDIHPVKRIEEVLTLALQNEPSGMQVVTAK
CSN inh – inhibitors of CSN-mediated cullin deneddylation, primary screen, biochemical, fluorescence polarization, uHTS; Purified CSN, SCF-Nedd8-OG deneddylation; actives 0.38% (n = 360,000); inhibition, % at 12.5 µM;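 active means pattern-corrected inhibition above about 35%, with an unprinted fluorescence ratio check between 0.5 and 1.5, limit read from the data, passing the limit was not always enough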;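 further: 0% = enzyme with substrate and 100% = substrate without enzyme; some results filed as inactive read as strong as hits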
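Material: purified human Csn5 enzyme expressed in HEK293T cells / Medium: Tris buffer pH 7.5, NaCl, DTT, Tween-20, trehalose, ovalbumin / Compound dosing: 12.5 µM single point / Schedule: 90 min incubation of compound, enzyme and substrate at room temperature / Signal: fluorescence polarization of the substrate / Control set: no-enzyme wells high, enzyme-with-substrate wells low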
Active calls of the source: *.

`CCO[C@@H]1OC(C(=O)N2CCN(C)CC2)=C[C@H](c2coc3ccccc3c2=O)[C@H]1CCCO` gave Tb MetRS inh 0.0, Rin1-Abl PPI inh 2, PABP1 MLLE inh 9, FAS-TE inh -3, MsrA act -3, MsrA inh 1.7, Neddyl block inactive, E coli Lon inh 3 and CSN inh 4.
`COC(=O)C(CC(=O)CNC(=O)c1ccccc1)NC(=O)c1ccccc1` (stereo not drawn) gave Tb MetRS inh -0.1, Rin1-Abl PPI inh 2, PABP1 MLLE inh 0, FAS-TE inh -6, MsrA act -2, MsrA inh -0.3, Neddyl block inactive, E coli Lon inh 3 and CSN inh -1.
For COCCCn1c(SCC(=O)N2CCOCC2)nc2ccccc2c1=O the results were Tb MetRS inh -0.5, Rin1-Abl PPI inh -3, PABP1 MLLE inh 3, FAS-TE inh -6, MsrA act -1, MsrA inh -0.4, Neddyl block inactive, E coli Lon inh -3 and CSN inh 2.
Screening CCOC(=O)C(=CNc1ccc(N2CCCCC2)c(S(=O)(=O)Nc2ccccc2OC)c1)C(=O)OCC returned Tb MetRS inh -0.3, Rin1-Abl PPI inh -2, PABP1 MLLE inh 32, FAS-TE inh 39, MsrA act -2, MsrA inh 0.8, E coli Lon inh -3 and CSN inh 4.
`O=C(C[n+]1ccc(C(=O)N/N=C/c2ccc(O)cc2)cc1)c1ccccc1` gave Tb MetRS inh 0.1, Rin1-Abl PPI inh -5, PABP1 MLLE inh 1, FAS-TE inh -2, MsrA act -3, MsrA inh 1.6, Neddyl block inactive, E coli Lon inh -3 and CSN inh 2.
`O=C(CN1CCN(C(c2ccccc2)c2ccccc2)CC1)N1N=CCC1c1ccccc1` (stereo not drawn) gave Tb MetRS inh -0.4, Rin1-Abl PPI inh 3, PABP1 MLLE inh -17, FAS-TE inh 10, MsrA act -3, MsrA inh 1.1, Neddyl block inactive, E coli Lon inh 7 and CSN inh -10.
CS(=O)(=O)C1=NN2C(=N)/C(=C\c3ccc(OC(=O)c4ccco4)cc3)C(=O)N=C2S1 was read as Tb MetRS inh 0.4, Rin1-Abl PPI inh -1, PABP1 MLLE inh -14, FAS-TE inh 2, MsrA act -10, MsrA inh 1.6, Neddyl block inactive, E coli Lon inh -18 and CSN inh 7.
For COc1ccc(S(=O)(=O)NC2CC(=O)N(c3ccc4c(c3)OCCO4)C2)cc1 (stereo not drawn) the results were Tb MetRS inh -0.4, Rin1-Abl PPI inh 1, PABP1 MLLE inh 2, FAS-TE inh -5, MsrA act -3, MsrA inh -1.1, Neddyl block inactive, E coli Lon inh -3 and CSN inh -1.
`Cn1c(C(=O)O)cc2c(=O)n3ccccc3nc21` gave Tb MetRS inh -0.9, Rin1-Abl PPI inh 0, PABP1 MLLE inh 9, FAS-TE inh -4, MsrA act -8, MsrA inh 5.3*, E coli Lon inh 1 and CSN inh 3.
CN(CCCCOc1ccc(F)cc1)Cc1ccccc1 was read as Tb MetRS inh 0.8, Rin1-Abl PPI inh 2, PABP1 MLLE inh -5, FAS-TE inh -2, MsrA act -2, MsrA inh -0.9, Neddyl block inactive, E coli Lon inh -1 and CSN inh 3.
For COCCNS(=O)(=O)c1ccccc1 the results were Tb MetRS inh -0.5, Rin1-Abl PPI inh 1, PABP1 MLLE inh -2, FAS-TE inh -9, MsrA act -4, MsrA inh -0.6, Neddyl block inactive, E coli Lon inh -3 and CSN inh 2.
For CC1CCCN(Cc2nc3c(c(=O)n(C)c(=O)n3C)n2CCc2ccccc2)C1 (stereo not drawn) the results were Tb MetRS inh -0.8, Rin1-Abl PPI inh -1, PABP1 MLLE inh 12, FAS-TE inh 6, MsrA act -4, MsrA inh 0.3, Neddyl block inactive, E coli Lon inh -4 and CSN inh -1.
For O=C(O)CCC(=O)N1CCc2cc(S(=O)(=O)NCc3cccs3)ccc21 the results were Tb MetRS inh 0.3, Rin1-Abl PPI inh -1, PABP1 MLLE inh -8, FAS-TE inh -4, MsrA act -4, MsrA inh -0.5, Neddyl block inactive, E coli Lon inh -2 and CSN inh -3.
`O=C(CC(NC(=O)OCc1ccccc1)c1nn[nH]n1)OCc1ccccc1` (stereo not drawn) gave Tb MetRS inh -0.1, Rin1-Abl PPI inh -4, PABP1 MLLE inh 0, FAS-TE inh -3, MsrA act -3, MsrA inh -0.4, Neddyl block inactive, E coli Lon inh -12 and CSN inh 2.
Cc1occc1C(=O)N1N=C(C2CC2)CC1(O)C(F)(F)F (stereo not drawn) was read as Tb MetRS inh -1.6, Rin1-Abl PPI inh 1, PABP1 MLLE inh -6, FAS-TE inh -10, MsrA act -10, MsrA inh 0.2, Neddyl block inactive, E coli Lon inh 7 and CSN inh 3.
For CCOC(=O)C1C(=O)CC(C)(O)C(C(=O)OCC)C1/C=C/c1ccccc1 (stereo not drawn) the results were Tb MetRS inh 0.3, Rin1-Abl PPI inh -1, PABP1 MLLE inh 13, FAS-TE inh -1, MsrA act 0, MsrA inh 0.5, Neddyl block inactive, E coli Lon inh -8 and CSN inh 10.
For O=C(C[n+]1cc(-c2ccccc2)n2c1CCC2)Nc1nc(-c2ccc(F)cc2)cs1 the results were Tb MetRS inh -0.9, Rin1-Abl PPI inh -1, PABP1 MLLE inh 4, FAS-TE inh -28, MsrA act -2, MsrA inh -1.4, Neddyl block inactive, E coli Lon inh -6 and CSN inh -8.
`CCOC(=O)CSC1=C(C#N)C(c2ccc(C)cc2)C2=C(CCCC2=O)N1` (stereo not drawn) gave Tb MetRS inh -0.2, Rin1-Abl PPI inh 3, PABP1 MLLE inh -59, FAS-TE inh 8, MsrA act -6, MsrA inh 1.2, Neddyl block inactive, E coli Lon inh -8 and CSN inh 0.
`Cc1cc(C)nc(N(C#N)CCOc2ccc(Cl)cc2)n1` gave Tb MetRS inh -0.8, Rin1-Abl PPI inh 1, PABP1 MLLE inh -9, FAS-TE inh 3, MsrA act -10, MsrA inh 0.0, Neddyl block inactive, E coli Lon inh -4 and CSN inh 4.
O=C(NCCc1ccccc1)c1cccc(N2CCCC2=O)c1 was read as Tb MetRS inh -0.1, Rin1-Abl PPI inh 0, PABP1 MLLE inh 6, FAS-TE inh -3, MsrA act -8, Neddyl block inactive, E coli Lon inh 6 and CSN inh 2.
`O=C(O)CCCC(=O)N1CCOCCOCCOCCOCC1` gave Tb MetRS inh -1.1, Rin1-Abl PPI inh 1, PABP1 MLLE inh 4, FAS-TE inh -1, MsrA act -3, MsrA inh 0.4, Neddyl block inactive, E coli Lon inh 7 and CSN inh 1.
`Cc1ccccc1OCC(=O)NCCc1nc2ccccc2[nH]1` gave Tb MetRS inh 1.5, Rin1-Abl PPI inh -2, PABP1 MLLE inh 5, FAS-TE inh -7, MsrA act -3, MsrA inh -0.4, Neddyl block inactive, E coli Lon inh 3 and CSN inh -10.
For Cc1cccc(C)c1NS(=O)(=O)c1cc2c3c(c1)CCN3C(=O)CC2 the results were Tb MetRS inh 0.0, Rin1-Abl PPI inh 2, PABP1 MLLE inh 4, FAS-TE inh -90, MsrA act -6, MsrA inh -1.0, Neddyl block inactive, E coli Lon inh 4 and CSN inh 0.
For O=C(O)C1CCCCC1C(=O)NCCc1ccc(F)cc1 (stereo not drawn) the results were Tb MetRS inh -0.8, Rin1-Abl PPI inh 2, PABP1 MLLE inh 4, FAS-TE inh -5, MsrA act 2, MsrA inh 0.6, Neddyl block inactive, E coli Lon inh -7 and CSN inh 4.
Cc1nc2ccc(Cl)cc2c(-c2ccccc2F)c1CC(=O)O was read as Tb MetRS inh -1.3, Rin1-Abl PPI inh -6, PABP1 MLLE inh 7, FAS-TE inh -12, MsrA act -8, MsrA inh 1.8, Neddyl block inactive, E coli Lon inh 14 and CSN inh -6.
Screening Cc1ccccc1COCCN1CCN(S(=O)(=O)c2ccccc2)CCC1=O returned Tb MetRS inh -0.2, Rin1-Abl PPI inh 2, PABP1 MLLE inh 7, FAS-TE inh -6, MsrA act -1, MsrA inh -0.5, Neddyl block inactive, E coli Lon inh 9 and CSN inh -5.
COCCCNC(=O)Cn1ncc2ccsc2c1=O was read as Tb MetRS inh -0.2, Rin1-Abl PPI inh -1, PABP1 MLLE inh 16, FAS-TE inh -6, MsrA act -2, MsrA inh -1.4, Neddyl block inactive, E coli Lon inh -1 and CSN inh 1.
Screening COc1cc(CNC(=O)c2cc(-c3ccc(F)cc3C)n[nH]2)cc(OC)c1 returned Tb MetRS inh -0.3, Rin1-Abl PPI inh 4, PABP1 MLLE inh 9, FAS-TE inh 7, MsrA act -5, MsrA inh -0.6, Neddyl block inactive, E coli Lon inh -14 and CSN inh 5.
Cc1ccc(N(CC(=O)Nc2ccc(C)cc2C)S(=O)(=O)N2CCCC2)cc1 was read as Tb MetRS inh -1.3, Rin1-Abl PPI inh 7, PABP1 MLLE inh 0, FAS-TE inh 5, MsrA act -10, MsrA inh 0.1, Neddyl block inactive, E coli Lon inh 0 and CSN inh 4.
CCN(C(=O)Cc1ccc(NC2=NC3CS(=O)(=O)CC3S2)cc1)c1ccccc1 (stereo not drawn) was read as Tb MetRS inh 0.5, Rin1-Abl PPI inh 15*, PABP1 MLLE inh -81, FAS-TE inh -4, MsrA act -2, MsrA inh -1.2, Neddyl block inactive, E coli Lon inh -2 and CSN inh -2.

Reprinted at random: four records from the list.
For O=C(C[n+]1cc(-c2ccccc2)n2c1CCC2)Nc1nc(-c2ccc(F)cc2)cs1 the results were Tb MetRS inh -0.9, Rin1-Abl PPI inh -1, PABP1 MLLE inh 4, FAS-TE inh -28, MsrA act -2, MsrA inh -1.4, Neddyl block inactive, E coli Lon inh -6 and CSN inh -8.
`Cc1cc(C)nc(N(C#N)CCOc2ccc(Cl)cc2)n1` gave Tb MetRS inh -0.8, Rin1-Abl PPI inh 1, PABP1 MLLE inh -9, FAS-TE inh 3, MsrA act -10, MsrA inh 0.0, Neddyl block inactive, E coli Lon inh -4 and CSN inh 4.
Cc1nc2ccc(Cl)cc2c(-c2ccccc2F)c1CC(=O)O was read as Tb MetRS inh -1.3, Rin1-Abl PPI inh -6, PABP1 MLLE inh 7, FAS-TE inh -12, MsrA act -8, MsrA inh 1.8, Neddyl block inactive, E coli Lon inh 14 and CSN inh -6.
Cc1ccc(N(CC(=O)Nc2ccc(C)cc2C)S(=O)(=O)N2CCCC2)cc1 was read as Tb MetRS inh -1.3, Rin1-Abl PPI inh 7, PABP1 MLLE inh 0, FAS-TE inh 5, MsrA act -10, MsrA inh 0.1, Neddyl block inactive, E coli Lon inh 0 and CSN inh 4.
